# ELG1 genotox – qHTS screen for small molecules that induce genotoxicity in human embryonic kidney (HEK293T) cells expressing luciferase-tagged ELG1 | 330,000 compounds, 1.3% hits | HEK293T ELG1-luciferase reporter, luminescence, 16 h | Potency, µM (top dose mostly 46 µM), inactives show at the highest dose activity change, positive = activation, usual class: activators; further: % of control where 0% means no effect; nearly all actives have a fitted effect of over 60% in size
#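 Screening used a luciferase reporter fused to human ELG1 in HEK293T cells. Luminescence was read on a CCD plate imager after 16 hr exposure and 30 min ONE-Glo incubation.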
# BRCA1 expr up – qHTS Assay to Identify Small Molecule Activators of BRCA1 Expression. AID 624202, 2012. 380,000 compounds, 1.1% hits. Potency, µM (series often up to 46.1 µM), inactives show at the highest dose activation, hits mostly activators. MCF7-BRCA1-FFLuc reporter, luminescence, 48 h; response scale: scaled: vehicle 0%, 10 µM genistein 100%; further: nearly all actives have a fitted effect of over 80% in size; some results filed as inactive show a strong effect at the top dose
#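 MCF7-BRCA1-FFLuc, 2000 cells/well; 2 h attach, 37 °C/5% CO2; compound 48 h; luciferase substrate 15 min; luminescence end-point. Norm. to genistein 10 microM max activation and DMSO; concentration-response curves fitted.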
# FLuc modulator – qHTS profiling assay for firefly luciferase inhibitor/activator using purifed enzyme and Km concentrations of substrates (counterscreen for miR-21 project). Luciferin 4-monooxygenase (Photinus pyralis), P08659. purified FLuc, Km substrates, luminescence inhibition. Potency, µM (titrated, usually from 57.5 µM), without a hit: top-dose activity change, negative = inhibition, actives largely listed as inhibitors. 360,000 compounds, 6.9% hits;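 further: plate controls were vehicle for no effect and reference inhibitor for full effect; nearly all actives have a fitted effect of over 55% in size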
#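 Purified P. pyralis luciferase (10nM final) with 10uM D-luciferin and 10uM ATP (Km levels) in 50mM Tris acetate pH 7.5, 10mM Mg acetate, 0.01% Tween-20, 0.05% BSA; qHTS 6-point titration, ~60 µM downward; luminescence read.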
# p53 reactivation – qHTS assay for re-activators of p53 using a Luc reporter. H1299 p53-A138V BP100-luciferase reporter, luminescence, 24 h. Potency, µM (highest dose often 92.2 µM), without a hit: at the highest dose activity change, positive = activation, most hits filed as activators. 320,000 compounds, 0.063% hits. AID 504706, 2011; further: % of control where 0% means no effect; nearly all actives have a fitted effect of over 45% in size
#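 H1299 (p53-null), stable ts p53-A138V + BP100-Luc; 1000 cells/well, Opti-MEM/10% FBS; cpd 4 pt, 1:5; 24 h, 37 deg C, 5% CO2; detection reagent 10 min RT; luminescence.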
# Rab9 prom act – qHTS Assay for Rab9 Promoter Activators; Huh7 Rab9 promoter-luciferase reporter, luminescence, 24 h; Potency, µM (highest dose often 9.22 µM), without a hit: top-dose activation, negative = inhibition, usual class: activators; 320,000 compounds, 2.8% hits; AID 485297, 2010; further: % of control where 0% means no effect; nearly all actives have a fitted effect of over 60% in size
#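 Luciferase signal after 10 min detection reagent at ambient indicates Rab9 promoter upregulation; stably transfected Huh7 cells were treated 24 h with compound in DMSO at 37 °C, 5% CO2.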
# RORgamma inh – qHTS for inhibitors of ROR gamma transcriptional activity. Nuclear receptor ROR-gamma (Mus musculus), P51450. 310,000 compounds, 5.4% hits. Potency, µM (doses to about 53.6 µM), for the others: top-dose activity change, negative = inhibition, actives largely listed as inhibitors. Drosophila S2 Gal4-RORgamma UAS-luciferase reporter, 20 h; further: on the % scale 0 is the no-effect control and ±100 the full control effect; nearly all actives have a fitted effect of over 60% in size
# Target sequence (P51450 whole entry, looked up, the tested form may be a part): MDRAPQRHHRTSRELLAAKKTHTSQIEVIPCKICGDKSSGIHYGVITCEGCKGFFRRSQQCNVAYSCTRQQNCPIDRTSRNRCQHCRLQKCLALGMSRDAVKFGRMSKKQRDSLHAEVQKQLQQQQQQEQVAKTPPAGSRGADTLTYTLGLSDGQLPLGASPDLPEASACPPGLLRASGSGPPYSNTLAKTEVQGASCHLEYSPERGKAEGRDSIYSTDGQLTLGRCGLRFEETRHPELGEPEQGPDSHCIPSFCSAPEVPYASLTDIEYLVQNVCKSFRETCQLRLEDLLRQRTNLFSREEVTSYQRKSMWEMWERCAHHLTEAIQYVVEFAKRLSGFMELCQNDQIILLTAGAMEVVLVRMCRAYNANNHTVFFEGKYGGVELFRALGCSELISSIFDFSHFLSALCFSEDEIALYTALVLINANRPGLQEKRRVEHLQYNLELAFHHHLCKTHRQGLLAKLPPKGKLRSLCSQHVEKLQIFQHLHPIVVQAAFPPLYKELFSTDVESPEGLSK
#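 Drosophila Schneider cells stably carrying a metallothionein-driven Gal4 DBD–ROR gamma fusion and a UAS-Photinus luciferase reporter were exposed to compound for 1 hr, then induced with copper sulfate (700 uM final) for 20 hr at ambient temperature before luminescence reading.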
# MBNL1-CUG inh – qHTS Assay for Inhibitors of MBNL1-poly(CUG) RNA binding; TR-FRET MBNL1-His/biotin-(CUG)12 binding, 665/545 ratio; Potency, µM (series often up to 57.5 µM), for inactives: at the top dose activity change, negative = inhibition, hits mostly inhibitors; 280,000 compounds, 0.036% hits; AID 2675, 2010; active means well fitted inhibition curve with a large enough effect in the signal ratio, with a control signal flat, not every such curve was filed as active; inconclusive means small, poorly fitted or top-dose-only effect, or effect the other way, or a change in a side signal; inactive means no such curve, though single readings can be large or run the other way; the % refers to the signal ratio; further: on the % scale 0 is the no-effect control and ±100 the full control effect
# Target sequence (Q9NR56 whole entry, looked up): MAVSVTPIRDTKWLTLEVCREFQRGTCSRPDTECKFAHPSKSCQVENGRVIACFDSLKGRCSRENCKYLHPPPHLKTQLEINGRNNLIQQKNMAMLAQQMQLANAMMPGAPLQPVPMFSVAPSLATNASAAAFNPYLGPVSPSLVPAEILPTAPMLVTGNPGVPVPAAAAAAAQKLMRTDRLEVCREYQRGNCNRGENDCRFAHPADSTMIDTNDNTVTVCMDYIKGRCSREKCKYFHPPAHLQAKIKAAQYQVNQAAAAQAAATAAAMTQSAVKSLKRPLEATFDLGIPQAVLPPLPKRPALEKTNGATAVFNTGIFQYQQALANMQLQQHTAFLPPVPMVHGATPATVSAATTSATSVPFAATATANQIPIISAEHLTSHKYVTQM
#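 Ratiometric TR-FRET (665 over 545 nm, excitation 340 nm) tracks disruption of MBNL1-His/biotin-(CUG)12 complex after 60 min at room temperature, with compounds at 92 nM to 58 uM final.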
# uPA surface inh – qHTS for Inhibitors of Cell Surface uPA Generation. 330,000 compounds, 0.31% hits. Potency, µM (highest dose often 38.3 µM), for inactives: at the highest dose activity change, negative = inhibition, hits mostly inhibitors. cell surface uPA generation assay, qHTS. AID 540303, 2011; active means well fitted inhibition curve with a large enough effect; inconclusive means small, poorly fitted or top-dose-only effect; inactive means no such curve, though single readings can be large or run the other way; tested in mouse RAW 264.7 cells; further: on the % scale 0 is the no-effect control and ±100 the full control effect; nearly all actives have a fitted effect of over 55% in size
# NPC1 prom act – qHTS Assay for NPC1 Promoter Activators; Huh7 NPC1 promoter luciferase reporter, 24 h; 320,000 compounds, 2.4% hits; AID 485313, 2010; Potency, µM (doses to about 9.22 µM), inactives show at the top dose activation, hits mostly activators;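 further: % of control where 0% means no effect; nearly all actives have a fitted effect of over 60% in size; reporter is driven by a mutant NPC1 promoter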
#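 Quantitative HTS used a cell-based reporter: Huh7 cells stably bearing the NPC1 promoter upstream of luciferase were treated with compounds for 24 h, and promoter activation was read as luminescence.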
# VP16 counter – VP16 counterscreen qHTS for inhibitors of ROR gamma transcriptional activity. AID 2546, 2010. Drosophila S2 Gal4-VP16 UAS-luciferase, luminescence, 20 h. 310,000 compounds, 3.5% hits. Potency, µM (titrated, usually from 53.6 µM), for the others: at the top dose activity, negative = inhibition, usual class: inhibitors;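 further: Gal4-VP16 expression switched on by copper sulfate through the metallothionein promoter; on the % scale 0 is the no-effect control and ±100 the full control effect; nearly all actives have a fitted effect of over 50% in size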
# Starred values were filed as active, the others as inactive; u = inconclusive; x = no result given; [ ] = dose if it differs, or a comment. Unless noted, the call rests on the fitted dose curve; in most records, active means well fitted curve in the direction sought with a large enough effect; inconclusive means small, poorly fitted or top-dose-only effect, or another doubt; inactive means no such curve, though single readings can be large; an effect the other way counts as inactive or inconclusive. Potency means the concentration at half of the fitted maximal effect.
1: CCOC(=O)CSc1c(-c2cccs2)[nH]c2ccccc12
2: CC1CCCCC1NC(=O)COC(=O)CNC(=O)c1cccc(F)c1 (stereo not given)
3: c1ccc2c(c1)ncn2CCN1CCCCC1
4: Cn1c2ccccc2c(=O)c2c(=O)n(C3CCCCCC3)c(C3CCCCC3)nc21
5: CCCN(CC(=O)Nc1cc(Cl)cc(Cl)c1)CC(=O)Nc1ccc(F)c(F)c1F
6: O=c1nc(Nc2cccc(Cl)c2)oc2cc(Cl)oc(=O)c12
7: CCN(C[C@H]1N[C@@](Cc2ccccc2)(C(=O)OC)[C@H]2C(=O)N(C)C(=O)[C@@H]12)C(=O)Nc1ccc(C(F)(F)F)cc1
8: CC(=O)c1ccc(OCc2ncc(C(F)(F)F)cc2Cl)cc1
Screen / compound no.,1,2,3,4,5,6,7,8
ELG1 genotox,-1%,-2%,1%,-1%,-11%,6%,-5%,7%
BRCA1 expr up,-95%[inhibitor],0%,12%,-28%,-89%,-2%,3%,u
FLuc modulator,-1%,-1%,0%,0%,1%,13µM*,x,u
p53 reactivation,-2%,-2%,4%,16%,-6%,1%,4%,10%
Rab9 prom act,1%,4%,-2%,-1%,-3%,-2%,x,-3%
RORgamma inh,-16%,-9%,-6%,-2%,u,7%,x,41%
MBNL1-CUG inh,12%,-4%,-14%,u,x,11%,x,x
uPA surface inh,-4%,1%,1%,-1%,0%,2%,18%,5%
NPC1 prom act,5%,1%,-1%,-2%,3%,18%,x,2%
VP16 counter,1%,6%,2%,-11%,22µM*,1%,x,6%

9: OC1CCN(Cc2nc(Cc3ccccc3Cl)no2)CC1
10: NC(=O)CC(NC(=O)c1ccccc1)c1ccc(NC2CCCCC2)c([N+](=O)[O-])c1 (stereo not given)
11: COc1cccc2c1c(NC(=O)c1cc(C)on1)nn2C
12: COc1ccc(S(=O)(=O)N2CCCCCC2)cc1
13: Cn1ncc(Br)c1C(=O)NC1CCCCCC1
14: Cc1ccc(C(=O)CSc2cnc3ccccc3n2)cc1C
15: CCOC(=O)C1=C(C)N=C2SC(C)C(=O)N2C1c1ccc(OC(C)=O)c(OCC)c1 (stereo not given)
16: CCOC(=O)c1[nH]c(=O)[nH]c1CNc1ccccc1C#N
Screen / compound no.,9,10,11,12,13,14,15,16
ELG1 genotox,6%,1%,-3%,3%,-1%,9.2µM*,5%,0%
BRCA1 expr up,1%,-10%,-35%,8%,6%,11%,x,14%
FLuc modulator,0%,0%,-3%,3%,-1%,7.6µM*,0%,-1%
p53 reactivation,4%,5%,-4%,-5%,4%,u,-8%,x
Rab9 prom act,1%,2%,-6%,-4%,-6%,-1%,-7%,4%
RORgamma inh,-9%,18%,-5%,-6%,13%,u,26%,-2%[1.91 µM]
MBNL1-CUG inh,8%,11%,x,-3%,-1%,x,6%,-4%
uPA surface inh,6%,-11%,16%,0%,1%,5%,x,-4%
NPC1 prom act,-4%,-4%,5%,-4%,-4%,-3%,-4%,-1%
VP16 counter,4%,u,-8%,3%,14%,u,0%,-7%

17: Cc1ccc(NS(=O)(=O)c2ccc(-c3csc(C)n3)s2)c(C)c1
18: COc1ccccc1NC(=S)NC1CCC(CC2CCC(NC(=S)Nc3ccccc3OC)CC2)CC1 (stereo not given)
19: O=C(Cn1nnc(-c2ccccc2)n1)NNC(=O)c1ccco1
20: CCC(C)Nc1nc2c(c(=O)n(C)c(=O)n2C)n1Cc1ccc(Cl)cc1 (stereo not given)
21: COc1ccccc1NC(=O)CN(c1ccc([N+](=O)[O-])cc1)S(=O)(=O)c1ccccc1
22: C/C(=C\c1ccccc1)C(=O)NCCc1ccccc1
23: Cc1nc2ccc(S(=O)(=O)NC(C(=O)NC3CCCC3)C(C)C)cc2s1 (stereo not given)
24: CC1(C(=O)NC2CCCCCCC2)CC1(Cl)Cl (stereo not given)
Screen / compound no.,17,18,19,20,21,22,23,24
ELG1 genotox,-7%,-1%,2%,2%,-4%,4.6µM*,-3%,1%
BRCA1 expr up,-36%,-17%,-4%,-11%,-33%,u,10%,-3%
FLuc modulator,-4%,-1%,0%,1%,0%,3.4µM*,3%,2%
p53 reactivation,9%,-14%,0%,-6%,-1%,1%,4%,-2%
Rab9 prom act,-7%,-8%,-4%,-4%,-1%,0.71µM*,3%,1%
RORgamma inh,30%,3.5µM*,-14%,27%,-27%,-20%,-1%,14%
MBNL1-CUG inh,8%,-14%,-2%,-9%,24%,9%,-2%,1%
uPA surface inh,4%,6%,-1%,-26%,-8%,0%,5%,x
NPC1 prom act,-1%,-5%,-13%,-11%,-2%,1.4µM*,-3%,1%
VP16 counter,0%,3.2µM*,0%,-5%,-7%,-27%,12%,0%

25: COc1ccc(S(=O)(=O)NCCc2cn3cccc(C)c3n2)cc1OC
26: COc1ccccc1CNC(=O)CCS(=O)(=O)c1cccs1
27: Cc1ccc(/C(O)=C2\C(=O)C(=O)N(C)C2c2ccc(Br)cc2)cc1 (stereo not given)
28: CCN(Cc1ccccc1)C1CCN(Cc2ccc(SC)cc2)CC1
29: S=C(NCCSCc1ccc(Cl)cc1)Nc1ccccc1
30: Cc1cccc[n+]1CC(=O)Nc1cccc([N+](=O)[O-])c1
31: CCC(=O)N1CCc2cc(S(=O)(=O)NC(Cc3ccccc3)C(=O)NC3CCCCC3)ccc21 (stereo not given)
32: CCOC(=O)COC(=O)c1ccc(Oc2cc(C)nc(SC)n2)cc1
Screen / compound no.,25,26,27,28,29,30,31,32
ELG1 genotox,-14%,15%,0%,-13%,-10%,0%,u,-1%
BRCA1 expr up,-5%,75%,6%,-28%,-26%,20%,-8%,0%
FLuc modulator,11%,-6%,1%,0%,-5%,0%,4%,-3%
p53 reactivation,3%,9%,-1%,13%,-1%,0%,0%,1%
Rab9 prom act,-1%,2%,2%,1%,0%,1%,-12%,-3%
RORgamma inh,u,-6%,33%,-12%,2.5µM*,15%,-1%,-4%
MBNL1-CUG inh,3%,0%,5%,-9%,-2%,u,-10%,-9%
uPA surface inh,5%,3%,10%,-8%,18%,9%,1%,-7%
NPC1 prom act,-1%,10%,2%,-9%,0%,-1%,-4%,-2%
VP16 counter,-4%,7%,-2%,5%,11µM*,-6%,-5%,-8%

# Some of these compounds in order of SMILES length, lowest first.
26: COc1ccccc1CNC(=O)CCS(=O)(=O)c1cccs1
28: CCN(Cc1ccccc1)C1CCN(Cc2ccc(SC)cc2)CC1
30: Cc1cccc[n+]1CC(=O)Nc1cccc([N+](=O)[O-])c1
Screen / compound no.,26,28,30
ELG1 genotox,15%,-13%,0%
BRCA1 expr up,75%,-28%,20%
FLuc modulator,-6%,0%,0%
p53 reactivation,9%,13%,0%
Rab9 prom act,2%,1%,1%
RORgamma inh,-6%,-12%,15%
MBNL1-CUG inh,0%,-9%,u
uPA surface inh,3%,-8%,9%
NPC1 prom act,10%,-9%,-1%
VP16 counter,7%,5%,-6%

# Other results
33: O=C(N=Nc1c(O)[nH]c2ccccc12)c1ccco1
34: CCc1ccc(-c2nc(SCC(=O)NC3CCCC3)n[nH]2)cc1
35: COc1ccc(CNC(=O)CCSCc2cccc(F)c2)cc1
36: OCCNc1nc(N2CCCCC2)nc2ccccc12
37: Nc1c(C(=O)NCc2ccccc2)sc2nc(N3CCOCC3)c3c(c12)CCCC3
38: CC[n+]1c(S(=O)(=O)[O-])ccc2ccc(C)cc21
39: CC/C(=C1/C(=O)CC(C)(C)C(C(=O)OC)C1=O)N1CCCC1 (stereo not given)
40: Cc1ccc(NC(=O)COc2ncnc3cc([N+](=O)[O-])ccc23)cc1S(=O)(=O)N1CCOCC1
41: Cc1cccc(C(=O)O)c1NC(=O)Cc1cccc2ccccc12
42: CCOc1cccc(N(C(=O)Cc2cccs2)C(C(=O)NC2CCCCC2)c2cccn2C)c1 (stereo not given)
Screen / compound no.,33,34,35,36,37,38,39,40,41,42
ELG1 genotox,u,-16%,1%,1%,-3%,2%,-2%,-11%,-2%,4%
BRCA1 expr up,-31%,-20%,12%,-6%,-62%,-1%,-25%,6%,-3%,-11%
FLuc modulator,5.4µM*,19µM*,-6%,0%,1%,u,3%,2%,-1%,-2%
p53 reactivation,6%,-19%,-2%,-9%,-14%,8%,1%,3%,x,-11%
Rab9 prom act,2µM*,-5%,-3%,-7%,0%,3%,-2%,2%,7%,1%
RORgamma inh,u,u,-6%,-3%,5%,-12%,-17%,15%,x,17%
MBNL1-CUG inh,u,-5%,-3%,-3%,37%[activator],3%,-1%,x,4%,-13%
uPA surface inh,-9%,-5%,-3%,6%,5%,-5%,3%,-2%,-1%,-6%
NPC1 prom act,3.5µM*,-6%,-5%,-1%,-4%,1%,-7%,-5%,0%,-5%
VP16 counter,u,14µM*,-6%,3%,-4%,4%,-11%,-7%,x,-18%
